Growth percent in the NCI-60 one-dose screen (48 h, 10 µM unless noted): 100 = growth as untreated, 0 = no growth, -100 = all killed.
OVCAR-8 – OVCAR-8 ovarian cancer; 4.4% of 81,000 active
OVCAR-3 – OVCAR-3 ovarian cancer. 7% of 79,000 active
OVCAR-4 – OVCAR-4 ovarian cancer cells; 3.7% of 80,000 active
A498 – A498 renal cancer cells; 5.4% of 76,000 active
OVCAR-5 – OVCAR-5 ovarian cancer | 2.9% of 82,000 active | AID 1794783
CAKI-1 – CAKI-1 renal cancer. 4.7% of 75,000 active. AID 1794772
RXF 393 – RXF 393 renal cancer cells; AID 1794773; 6.9% of 77,000 active
ACHN – ACHN renal cancer; 4.9% of 81,000 active; AID 1794771
* marks the source's active call; other numbers are inactive results; . = no result given; & = joins results of further samples; [ ] = dose if it differs, or a comment. The calls were made as follows: active = growth percent below 10; inactive = the rest. The order is random, and some 10% of all compounds hit somewhere here.

Fields: OVCAR-8 | OVCAR-3 | OVCAR-4 | A498 | OVCAR-5 | CAKI-1 | RXF 393 | ACHN
1) COc1cc(CNC(=O)CCCCC[P+](c2ccccc2)(c2ccccc2)c2ccccc2)c(OC)c2c1OCO2
  75 | 44 | 24 | 79 | 99 | 89 | . | 106
2) COc1ccc2[nH]c(O)c(/C=c3/ccc4c(c3)N=C(c3cccs3)N=4)c2c1
  47 | 63 | 74 | 74 | 105 | 73 | 87 | 56
3) Cn1ccc(=O)c(S(N)(=O)=O)c1
  101 | 112 | 96 | 107 | 94 | 67 | 86 | 95
4) Clc1ccc(-n2cnc3c(Cl)ncnc32)cc1Cl
  88 | 99 | 103 | . | 83 | 28 | 97 | 96
5) BrCC1OC(c2ccccc2)C(c2ccccc2)O1 (stereo not drawn)
  107 | 120 | 92 | 96 | 92 | 97 | 109 | 102
6) CCNc1nc(-c2ccc(Cl)c(O)c2)c(-c2ccnc(NCCNS(=O)(=O)c3ccc(C)cc3)n2)s1
  101 | 102 | 108 | 94 | 93 | 98 | 102 | 77
7) Cc1sc2c(c1C)c(=O)nc1c(-c3nc(-c4ccccc4)no3)n[nH]n12
  105 | 110 | 105 | 104 | 117 | 93 | 112 | 102
8) CN(C)Cc1ccc(NC(=O)c2cncc(C#Cc3cnc(N)c4ncccc34)c2)cc1F
  -18* | 88 | -71* | 74 | 123 | 88 | 40 | 61
9) O=c1[nH]cnc2c1ncn2C1OC(CO)CC1F (stereo not drawn)
  103 | 108 | 99 | . | 97 | 100 | 101 | 97
10) CC(=O)Nc1ncnc2c1ccn2-c1ccc(NC(=O)c2ccc(Cl)c(C(F)(F)F)c2)cc1
  88 | 101 | 108 | 80 | 89 | 96 | 24 | 85
11) Cc1ccc(O)c(C(=O)c2ccccc2Cl)c1
  98 | 118 | 92 | . | 85 | 84 | 104 | 95
12) c1ccc2c(c1)CNc1ccccc1-2
  102&98 | 101&117 | 112&109 | 79&102 | 101&106 | 85&136 | 117&116 | 106&100
13) NC(=O)NC1NC(=O)NC1=O (stereo not drawn)
  . | 113 | 109 | 105 | . | 85 | 111 | .
14) CCOC(=O)c1c(-c2ccccc2)c(Cc2ccccc2)n(CCCCCCO)c1C
  91 | 97 | 95 | 78 | 98 | 80 | . | 79
15) COc1ccc(C2CC(c3ccc(OC)c(OC)c3)=NN2C(=O)c2cc(OC)c(OC)c(OC)c2)c(OC)c1 (stereo not drawn)
  91 | 53 | 75 | . | 93 | 35 | 49 | 65
16) NC(=O)c1ccc[n+](Cc2ccccc2)c1
  103 | 107 | 102 | 74 | 96 | 98 | 98 | 103
17) Cc1cccc2cc(-c3cc(-c4ccccc4)nc(=S)[nH]3)c(Cl)nc12
  85 | 107 | 100 | 99 | 108 | 76 | 79 | 78
18) OC[C@@H](O)[C@H](O)[C@@H](O)[C@H](O)CO
  101 | 108 | 113 | 100 | 101 | 96 | 108 | 103
19) Clc1ccc(/C=N/N=C/c2ccc(Cl)cc2Cl)c(Cl)c1
  104 | 109 | 104 | 100 | 106 | 98 | 117 | 106
20) COc1ccc(C(=O)/C=C/c2cn(-c3ccccc3)nc2-c2cccc(Nc3ccnc4cc(Cl)ccc34)c2)cc1
  91 | 110 | 115 | 95 | 111 | 94 | 95 | 103
21) COc1ccc2c(c1)OC(N)=C(C#N)C2c1ccc(F)cc1 (stereo not drawn)
  34 | 17 | 69 | -3.8* | 56 | . | 16 | .
22) N#Cc1c(-c2cccnc2)nc(N=Nc2c(O)[nH]c3ccccc23)[nH]c1=O
  104 | 112 | 110 | . | 101 | 94 | 108 | 97
23) NS(=O)(=O)c1ccc(Nc2nc(N/N=C/c3ccc(F)cc3)nc(Nc3ccccc3)n2)cc1
  29 | 30 | 55 | . | 75 | 57 | 58 | 81
24) N#CCc1cccc2ccccc12
  105 | 120 | . | 109 | 110 | 103 | 114 | 103
25) C=CCOC(=O)/C=C\c1ccccc1OC
  109 | 108 | 102 | 91 | 105 | 101 | 103 | 110
26) O=C(CSc1nc2ccccc2[nH]1)NCc1ccccc1
  104 | 105 | 98 | 105 | 95 | 82 | 101 | 95
27) C/C(=N\O)c1ccc(NC(=O)CCN2CCN(c3cc4c(cc3F)c(=O)c(C(=O)O)cn4C3CC3)CC2)cc1
  99 | 101 | 114 | 108 | 110 | . | 126 | 106
28) Nc1c(C(=O)c2ccccc2)sc2nc(-c3cccs3)ccc12
  29 | 9.4* | 57 | . | 67 | 38 | . | 54
29) Cc1cccc(C)c1[C@H]1C[C@@](C)(O)[C@H]2CC[C@H](C)C[C@H]2O1
  110 | 109 | 107 | 112 | 94 | 98 | 122 | 99
30) COc1ccc2c(c1)C(=O)/C(=C/c1cccnc1OC)CC2
  91 | 94 | 96 | 94 | 92 | . | 105 | 96
31) Clc1nc(Cl)c2ncn(CC3(Cn4cnc5c(Cl)nc(Cl)nc54)COC3)c2n1
  -84* | -93* | -88* | -89* | -86* | -88* | . | -99*
32) O=C(/C=C/c1cccc(Br)c1)c1ccccc1
  89 | 98 | 91 | 87 | 83 | 91 | 90 | 96
33) C[C@H]1CC2C([C@@H](O)C[C@@]3(C)C2CC[C@]3(O)C(=O)COC(=O)CCC(=O)O)[C@@]2(C)C=CC(=O)C=C12 (stereo partly drawn)
  86 | 96 | 104 | 119 | . | 79 | . | .
34) C=CC(=O)N[C@@H](/C=C/C(=O)OCC)Cc1ccc(-c2cc(F)cc(C(N)=O)c2)cc1
  91 | 110 | 95 | 76 | 98 | . | 102 | .
35) CCOC(=O)Nc1ccccc1
  107 | 112 | 106 | . | 100 | 98 | 111 | 117
36) Clc1ccc(Nc2nc(Cl)nc(NC3CCCC3)n2)cc1
  96 | 105 | 98 | 91 | 101 | 82 | 85 | 92
37) CCCCCC(O)C(C)(C)C (stereo not drawn)
  97 | 113 | 99 | 109 | 106 | 110 | 114 | 102
38) N#C/C(=C\c1ccccc1)c1nc(N)nc(Nc2ccc(S(N)(=O)=O)cc2)n1
  101 | 103 | 110 | 109 | 114 | 101 | 119 | 99
39) CCCC(=O)NC(c1cccnc1)c1cc(C(C)(C)C)c2cccnc2c1O (stereo not drawn)
  17 | 12 | 31 | 14 | 41 | 16 | 54 | 12
40) COc1ccc(/C=C/C(=O)c2ccc(N3CCN(C)CC3)cc2)c(C(F)(F)F)c1
  50 | 47 | 44 | 59 | 86 | 41 | . | 56

Part of the list above in order of number of heavy atoms, ascending.
Fields: OVCAR-8 | OVCAR-3 | OVCAR-4 | A498 | OVCAR-5 | CAKI-1 | RXF 393 | ACHN
12) c1ccc2c(c1)CNc1ccccc1-2
  102&98 | 101&117 | 112&109 | 79&102 | 101&106 | 85&136 | 117&116 | 106&100
11) Cc1ccc(O)c(C(=O)c2ccccc2Cl)c1
  98 | 118 | 92 | . | 85 | 84 | 104 | 95
4) Clc1ccc(-n2cnc3c(Cl)ncnc32)cc1Cl
  88 | 99 | 103 | . | 83 | 28 | 97 | 96
26) O=C(CSc1nc2ccccc2[nH]1)NCc1ccccc1
  104 | 105 | 98 | 105 | 95 | 82 | 101 | 95
17) Cc1cccc2cc(-c3cc(-c4ccccc4)nc(=S)[nH]3)c(Cl)nc12
  85 | 107 | 100 | 99 | 108 | 76 | 79 | 78
40) COc1ccc(/C=C/C(=O)c2ccc(N3CCN(C)CC3)cc2)c(C(F)(F)F)c1
  50 | 47 | 44 | 59 | 86 | 41 | . | 56
10) CC(=O)Nc1ncnc2c1ccn2-c1ccc(NC(=O)c2ccc(Cl)c(C(F)(F)F)c2)cc1
  88 | 101 | 108 | 80 | 89 | 96 | 24 | 85

Additional entries follow:
Fields: OVCAR-8 | OVCAR-3 | OVCAR-4 | A498 | OVCAR-5 | CAKI-1 | RXF 393 | ACHN
41) O=C1CCCN1Cc1ccccc1
  99 | 100 | 104 | 88 | 86 | 98 | 97 | 111
42) COc1ccc(/C=N\NC(=O)c2cnn(CC(O)c3ccccc3)c2N)cc1OCc1ccc(F)cc1 (stereo not drawn)
  86 | . | 77 | 86 | 112 | 72 | 32 | 73
43) Cc1ccc(/C(=N\N=C(N)N)c2ccccc2)cc1
  22 | -39* | 16 | 20 | 51 | 41 | 10 | 20
44) O=C(O)COc1ccc2c(=O)c3sc4c(=O)c5ccccc5c(=O)c4c3c(=O)c2c1
  44 | 1.8* | 28 | -87* | -54* | . | 49 | 63
45) Oc1c(-c2n[nH]c(=S)o2)sc2nnc(-c3ccccc3)c(-c3ccccc3)c12
  106 | 115 | . | . | 102 | 93 | 109 | 92
46) CC(C)c1ccc2c(N)c(C(=O)Nc3ccc(C(F)(F)F)cn3)sc2n1
  64 | 83 | 32 | 115 | 90 | 55 | 75 | 49
47) C=C(C)[C@@H]1CC[C@]2(COCCCNCCCN)CC[C@]3(C)[C@H](CC[C@@H]4[C@@]5(C)CC[C@H](O)C(C)(C)[C@@H]5CC[C@]43C)[C@@H]12
  -40* | -78* | -69* | -16* | -95* | -86* | -91* | -99*
48) O=c1[nH]cnc2c1C(c1ccccc1Cl)c1ccc3ccccc3c1O2 (stereo not drawn)
  99 | 99 | 84 | 63 | 106 | 69 | 103 | 91
49) COC(=O)Nc1cccc2ccccc12
  98 | 112 | 102 | 68 | 95 | 97 | 99 | 101
50) CC1=C2CCCCC2CCC1=O (stereo not drawn)
  106 | 98 | 106 | 99 | 111 | 97 | 119 | 103
51) Cc1ccc(N/C=C/C(=O)O)nc1
  106 | 116 | 103 | 120 | 98 | 94 | 103 | 98
52) COc1ccc(-c2ccc(NC(=O)Nc3ccccc3)c(C)n2)cc1OC
  106 | 103 | 111 | 93 | 116 | . | 112 | .
53) Fc1ccc2nc(-c3c(-c4ccccc4)nc4ncccn34)[nH]c2c1
  . | 90 | 99 | 77 | 104 | 100 | 95 | 91
54) COc1cc(C(=C2O[C@@H]([C@H](O)CO)[C@H]3OC(C)(C)O[C@@H]23)c2cc(OC)c(OC)c(OC)c2)cc(OC)c1OC
  99 | 117 | 107 | . | 84 | 102 | . | 98
55) O=C(C[n+]1ccc2ccccc2c1)c1cccc2ccccc12
  100 | 86 | 89 | 70 | 87 | 93 | 99 | 85
56) C[N+](C)(C)CC(=O)N/N=C/c1ccc(Cl)cc1
  107 | 108 | . | 107 | 100 | 86 | 124 | 106
57) CC12CC(=O)C34OCC(=O)N3c3ccccc3C(O1)C4C2O (stereo not drawn)
  97 | 102 | 99 | 108 | 101 | . | 111 | 98
58) CCN(CC)CCCN1C(=O)c2c(c(C)c3c(oc4ccc(OC)cc43)c2C)C1=O
  93 | 108 | 117 | 99 | 114 | 93 | 70 | 43
59) CCCCOc1ccc(CCC(=O)O)cc1OCCCC
  102 | 105 | 106 | 88 | . | 91 | 96 | 102
60) CCN(CCO)C(C(=O)O)c1ccccc1 (stereo not drawn)
  105 | 105 | 107 | 76 | 99 | . | 106 | 106
61) CN(/N=C/c1ccc(N(C)C)cc1)C(=O)c1ccccc1N
  83 | 105 | 99 | 93 | 94 | 81 | 117 | 87
62) COc1cc(/C=N/NC(=O)COc2ccc(NC(=O)Nc3ccc(Cl)cc3)cc2)cc(OC)c1OC
  101 | 117 | 104 | 96 | 101 | 88 | 105 | 105
63) COc1ccc(-n2cnc3c(sc4ncccc43)c2=O)cc1
  102 | 123 | 105 | 112 | 114 | 97 | 100 | 107
64) Cc1ccc(C(=O)N2Cc3ccccc3CC2C(N)=O)c(C)c1 (stereo not drawn)
  101[50 µM] | 105[50 µM] | 105[50 µM] | 112[50 µM] | 103[50 µM] | 93[50 µM] | 100[50 µM] | 100[50 µM]
65) O=c1sc2ncnc3ncn(c1=O)c32
  55 | 55 | 81 | 80 | 65 | 40 | . | 71
66) O=C(NN1C(=O)CSC12CCC(c1ccccc1)CC2)C1CC1 (stereo not drawn)
  116 | 118 | 106 | 113 | 107 | 95 | 127 | 105
67) O=C1C(=O)N(CCCCn2cc(Cn3c4ccccc4c4ccccc43)nn2)c2ccccc21
  94 | 91 | 93 | 88 | 92 | 58 | 91 | 79
68) COc1ccc(CC(=O)Nc2nn3c(-c4cc(C(F)(F)F)cc(C(F)(F)F)c4)nnc3s2)cc1
  65 | 53 | 66 | 80 | 96 | 46 | . | 82
69) COc1ccc(N2N=C(c3ccc4c(c3)OCO4)CC2c2cccc(NC(=O)CCNS(=O)(=O)c3ccc(OC)cc3)c2)cc1 (stereo not drawn)
  80 | 104 | 72 | 73 | 108 | 60 | 49 | 73
70) CC(C)Oc1nc2c(c(=O)n(C)c(=O)n2C)n1C
  103 | 110 | 115 | 106 | 106 | 100 | 116 | 101
71) COc1c(C(NC(=O)c2ccccc2)c2sccc2C)cc(Cl)c2cccnc12 (stereo not drawn)
  97 | 117 | 112 | . | 97 | 95 | . | 104
72) Cc1cccc(NCC(=O)N2CCN(c3ncnc4c3cnn4-c3ccccc3)CC2)c1
  65 | 94 | 52 | 108 | 84 | 48 | 76 | 45
73) OC(c1cccc(C(F)(F)F)c1)c1cnccc1NC1CCCCCC1 (stereo not drawn)
  58 | 57 | 53 | 50 | 80 | 40 | 32 | 44
74) Cc1ccsc1[C@@H]1C[C@@H]2Cc3ccccc3N1O2
  101 | 122 | . | 82 | 87 | 92 | 120 | 89
75) Cc1c(/C=N/NC(N)=S)c(=O)n(-c2ccccc2)n1C
  94 | 105 | 109 | 95 | 97 | 99 | 125 | 94
76) CCC(Br)C(Br)CC(Br)C(Br)CC(Br)C(Br)CCCCCCCC(=O)O (stereo not drawn)
  91 | 101 | 111 | 109 | 110 | 104 | 114 | 95

Fetched by structure from the entries so far:
Fields: OVCAR-8 | OVCAR-3 | OVCAR-4 | A498 | OVCAR-5 | CAKI-1 | RXF 393 | ACHN
71) COc1c(C(NC(=O)c2ccccc2)c2sccc2C)cc(Cl)c2cccnc12 (stereo not drawn)
  97 | 117 | 112 | . | 97 | 95 | . | 104
76) CCC(Br)C(Br)CC(Br)C(Br)CC(Br)C(Br)CCCCCCCC(=O)O (stereo not drawn)
  91 | 101 | 111 | 109 | 110 | 104 | 114 | 95

Compound activity deposited in PubChem by NCI.
